Source: PubChem
HepG2 tox: qHTS for Inhibitors of TGF-b: Cytotox Counterscreen; HepG2 CAGA-GFP viability, ATP luminescence, 18 h; AID 588856, 2011; 0.76% of 410,000 active; Potency, µM (top dose mostly 46.1 µM), without a hit: at the top dose activity change, negative = cytotoxicity, actives largely listed as cytotoxic; further: potency means the concentration at half of the fitted maximal effect; some results filed as inactive show a strong effect at the top dose
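HepG2 CAGA-GFP cells (1000/well, DMEM with 1% FBS) received compound, then TGF-beta at 500 pg/mL final, and were incubated 18 hours at 37 degrees C. Viability was read by CellTiter-Glo luminescence. Media-only wells were set as complete cell-killing and DMSO as no toxicity.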
TGFb SMAD3 inh: qHTS for Inhibitors of TGF-b | HepG2 CAGA-GFP TGF-b/SMAD3 reporter, GFP fluorescence, 18 h; TGF-beta stimulated, 500 pg/mL final | Potency, µM (doses to about 46.1 µM), for inactives: at the top dose activity, negative = inhibition, usual class: inhibitors | 1.2% of 410,000 active; further: potency means the concentration at half of the fitted maximal effect; on the % scale 0 is the no-effect control and ±100 the full control effect; nearly all actives have a fitted effect of over 65% in size
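GFP signal (ex488/em500-530) from TGF-beta-stimulated HEPG2 CAGA-GFP cells, 500 pg/mL final, 18 h at 37 degrees C in DMEM plus 1% FBS, normalized to unstimulated and DMSO-stimulated controls.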
IL-2 act: qHTS of IL-2 Activators. IL-2 activation reporter assay, cell-based qHTS; stimulated with anti-CD3/CD4/CD28 beads; in transgenic mouse T cells. activation, % (series mostly up to about 46 µM). 0.065% of 360,000 active. AID 652025, 2013; in the data active means activation above about 50%; inconclusive means mostly about 30% to 49%; further: 0% is about no effect
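Unstimulated transgenic mouse T cells, 750 per well, received compound and, after 60 minutes, anti-CD3/anti-CD4 bead plus anti-CD28 stimulation. EGFP and DsRed were quantified after 18 hours.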
S2 tox: Viability Counterscreen for Primary qHTS for Inhibitors of ATXN expression | 0.49% of 400,000 active | S2 cells (HEK-293 line with an ATXN2-luciferase reporter) viability, CellTiter-Fluor protease fluorescence, 24 h | Potency, µM (highest dose often 56.7 µM), most hits filed as cytotoxic | AID 651635, 2014; further: potency means the concentration at half of the fitted maximal effect; nearly all actives have a fitted effect of over 40% in size
EPAC2 agonist: qHTS for Agonist of cAMP-regulated guanine nucleotide exchange factor 4 (EPAC2): primary screen; Rap guanine nucleotide exchange factor 4 (Homo sapiens), Q8WZA2; EPAC2 activation, biochemical qHTS; response scale: 100% = 6.5 mM cAMP response; Potency, µM (top dose mostly 154 µM), for inactives: at the top dose activation, actives largely listed as activators; 0.079% of 360,000 active; AID 720711, 2013; further: potency means the concentration at half of the fitted maximal effect; nearly all actives have a fitted effect of over 50% in size
Target sequence (Q8WZA2 whole entry, looked up): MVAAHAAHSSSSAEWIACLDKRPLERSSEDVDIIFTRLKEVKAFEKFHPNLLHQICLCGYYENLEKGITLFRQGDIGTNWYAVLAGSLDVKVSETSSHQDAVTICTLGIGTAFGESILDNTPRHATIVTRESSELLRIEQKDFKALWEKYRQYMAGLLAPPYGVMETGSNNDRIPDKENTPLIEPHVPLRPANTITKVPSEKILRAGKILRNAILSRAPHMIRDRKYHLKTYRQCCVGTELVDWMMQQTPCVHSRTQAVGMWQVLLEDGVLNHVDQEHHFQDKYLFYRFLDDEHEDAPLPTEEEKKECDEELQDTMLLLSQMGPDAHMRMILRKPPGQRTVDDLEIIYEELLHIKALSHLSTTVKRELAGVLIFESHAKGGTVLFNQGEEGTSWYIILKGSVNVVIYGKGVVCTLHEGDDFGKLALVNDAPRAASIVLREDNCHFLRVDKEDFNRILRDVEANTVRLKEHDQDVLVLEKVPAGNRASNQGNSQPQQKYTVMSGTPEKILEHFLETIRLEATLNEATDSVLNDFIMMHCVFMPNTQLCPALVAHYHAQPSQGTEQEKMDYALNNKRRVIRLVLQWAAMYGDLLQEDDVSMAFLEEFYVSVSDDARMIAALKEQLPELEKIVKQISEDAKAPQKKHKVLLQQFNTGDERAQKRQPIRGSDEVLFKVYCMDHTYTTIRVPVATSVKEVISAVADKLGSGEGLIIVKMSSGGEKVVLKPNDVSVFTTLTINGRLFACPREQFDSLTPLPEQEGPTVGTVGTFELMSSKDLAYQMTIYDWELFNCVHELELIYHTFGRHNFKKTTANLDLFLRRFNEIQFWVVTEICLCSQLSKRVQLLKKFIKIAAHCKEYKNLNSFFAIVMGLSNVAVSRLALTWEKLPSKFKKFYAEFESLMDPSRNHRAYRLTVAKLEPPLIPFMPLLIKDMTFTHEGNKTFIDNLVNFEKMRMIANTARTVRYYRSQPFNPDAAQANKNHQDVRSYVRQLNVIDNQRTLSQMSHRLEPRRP
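Compounds were added across a concentration range to EPAC2 (100 nM), RAP1B-BODIPY-GDP (250 nM) and GDP (50 uM). After 5 min at room temperature, fluorescence was recorded at 5-min intervals for 30 min.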
Nrf2 block: Nrf2 qHTS screen for inhibitors; A549 ARE-Fluc reporter, luciferase luminescence, 18-24 h; 2.1% of 360,000 active; Potency, µM (highest dose often 46 µM), for inactives: at the highest dose activity change, negative = inhibition, usual class: inhibitors; further: potency means the concentration at half of the fitted maximal effect; on the % scale 0 is the no-effect control and ±100 the full control effect; nearly all actives have a fitted effect of over 60% in size
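Two sequential reads on A549 ARE_Fluc cells exposed to compound for 18-24 h: a CellTiter-Fluor fluorescence read for viability, then a luciferase luminescence read for Nrf2/ARE activity.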
Nrf2 ARE act: qHTS of Nrf2 Activators; Potency, µM (series often up to 46.1 µM), for the others: at the top dose activation, usual class: activators; AID 624171, 2012; AREc32 ARE-luciferase reporter (MCF7-derived line), luminescence, 24 h; 0.31% of 410,000 active; further: potency means the concentration at half of the fitted maximal effect; % of control where 0% means no effect; nearly all actives have a fitted effect of over 65% in size
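Cells of the AREc32 ARE-luciferase line are plated in OPTI-MEM containing 5% FBS and left overnight at 37 deg C. Compounds are pinned in, incubation continues 24 hr, and firefly luciferase signal is then measured.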
ATXN2 expr inh: Primary qHTS for Inhibitors of ATXN expression; HEK-293 ATXN2-luciferase reporter, luminescence, 24 h; Potency, µM (series often up to 57 µM), for inactives: at the highest dose activity change, negative = inhibition, most hits filed as inhibitors; 0.72% of 360,000 active; AID 1745845, 2022; further: potency means the concentration at half of the fitted maximal effect; on the % scale 0 is the no-effect control and ±100 the full control effect; nearly all actives have a fitted effect of over 55% in size
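ATXN2-luciferase reporter cells (luciferase flanked by upstream and downstream ATXN2 gene portions) were treated 24 h at 37 °C with compounds at up to 57 uM. SteadyGlo luminescence gave expression; GF-AFC fluorescence gave viability.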
A549 viability: Nrf2 qHTS screen for inhibitors: counterscreen for cytotoxicity | A549 ARE-Fluc cells, CellTiter-Fluor viability, 18-24 h | Potency, µM (top dose mostly 46 µM), for the others: at the top dose activity change, negative = cytotoxicity, hits mostly inhibitors | 0.16% of 390,000 active | AID 504648, 2011; further: potency means the concentration at half of the fitted maximal effect; on the % scale 0 is the no-effect control and ±100 the full control effect
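A549 ARE-Fluc cells in 5% FBS OPTI-MEM, 5000 cells/well, rested 2 h then exposed to compounds in concentration-response for 18-24 h at 37 °C. Viability by CellTiter-Fluor fluorescence (Ex 405/Em 525) after 30 min; luciferase luminescence (BugLite, 15 min, RT) read afterwards.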
* hit, by the source's call; i = inactive; ? = inconclusive; / = not tested or not shown; & = joins results of further samples; [ ] = remark or other dose. Unless noted, the call rests on the fitted dose curve; in most records, active means well fitted curve in the direction sought with a large enough effect; inconclusive means small, poorly fitted or top-dose-only effect, or another doubt; inactive means no such curve, though single readings can be large; an effect the other way counts as inactive or inconclusive. Compounds as they come (roughly 4.3% active in at least one column).

SMILES	HepG2 tox	TGFb SMAD3 inh	IL-2 act	S2 tox	EPAC2 agonist	Nrf2 block	Nrf2 ARE act	ATXN2 expr inh	A549 viability
COc1cccc(N2CCN(C(=O)C3Cc4ccccc4N3C(C)=O)CC2)c1 (stereo not given)	-6%	-23%	/	i	/	/	0.2%	2%	0%
CC1CCCN(C(=O)CSc2n[nH]c(-c3cccs3)n2)C1 (stereo not given)	-5%	5%	-5.9	i	9%	12%	14%	0%	5%
O=C(Nc1ccc(F)c(F)c1)C1CCN(S(=O)(=O)c2cccs2)CC1	-16%	?	-5.5	?	-2%	?	-0.2%	?	-2%
O=C(NC1CC(=O)N(c2ccccc2)C1)c1ccc(S(=O)(=O)N2CCCCC2)cc1 (stereo not given)	-8%	1%	/	/	/	/	-0.2%	/	2%
CC(C)(C)OC(=O)C[C@@H]1C/C=C\C[C@@H](CC(=O)NCCO)C(=O)NC[C@@H](c2ccccc2)OC1=O	2%	-20%	-0.7	i	-2%	-6%	0.0%	4%	-5%
CC[C@H](C)C1OC(=O)[C@@H](C)[C@@H](CC)NC(=O)[C@H](C)N(C)C(=O)C(C)(C)C(=O)C(C)NC(=O)[C@H](Cc2ccc(OC)cc2)N(C)C(=O)[C@H](C(C)C)N(C)C(=O)CNC(=O)[C@H](CC(C)C)N(C)C(=O)CNC1=O (stereo not given in full)	4%	0.5µM*	-0.6	?	-2%	/	-1.5%	?	/
O=[N+]([O-])c1cnn(-c2nc(-c3ccco3)cc(C(F)(F)F)n2)c1	19%	-3%	1.5	i	3%	-1%	20%	8%	-7%
Cc1nc2cc(C(=O)N3CCc4ccccc43)ccc2n1-c1ccc(F)c(F)c1	-3%	?	0.0	i	-2%	14%	-0.2%[9.22 µM]	8%	12%
O=C(Nc1cccc(S(=O)(=O)N2CCCCC2)c1)c1c2c(nc3ccccc13)CCN(Cc1ccccc1)C2	-5%	?	-0.6	i	2%	-22%	2.8%	4%	-14%
COc1ccc(CNC(=O)Cc2cn(C)c3ccccc23)c(OC)c1	0%	3%	-2.0	i	6%	-2%	-0.6%	13%	-7%
C[C@@H]1CN([C@@H](C)CO)C(=O)c2cc(Br)cnc2O[C@H]1CN(C)C(=O)Nc1ccc(F)cc1	-5%	-3%	-1.0	i	-9%	/	-0.4%	6%	/
COCc1cc(C)nc(OCC(=O)N/N=C/c2cccc(OC)c2)c1C#N	-4%	20%	-1.1	i	-4%	-7%	-0.8%	-5%	-4%
Cn1c(=O)c2c(nc(N3CCCCCC3)n2CC(O)COc2ccccc2)n(C)c1=O (stereo not given)	-41%	0%	-0.1	i	9%	-1%	0.1%	0%	-3%
CCN1C(=O)N/C(=C/c2ccc(Sc3ccc(C)cc3)o2)C1=O	-18%	0%	0.5	i	18%	?	1.4%	-8%	-2%
COc1cc(C(=S)N2CCN(C)CC2)ccc1OCC(=O)NCc1ccccc1	-3%	-35%	-0.3	i	7%	0%	-0.3%	-23%	-4%
CCOCCOC(=O)c1ccc(NC(=O)/C=C/c2ccc(OC)c(OC)c2)cc1	-50%	?	/	?	/	2%	3.7%	?	18%
CN1CCN(C(=O)c2ccc(C3SCC(=O)N3Cc3ccco3)cc2)CC1 (stereo not given)	-15%	-4%	-0.7	i	2%	-5%	0.3%	1%	13%
COC(=O)c1cn(Cc2ccccn2)c(=O)c2ccccc12	-1%	0%	1.1	i	7%	17%	-0.3%	3%	1%
Cc1ccc(Cc2c(-c3cccc(Br)c3)nc3c(C)cc(Br)cn23)cc1	/	/	1.4	i	13%	/	2.5%	2%	/
CS(=O)(=O)Nc1ccc(C2=NN(S(C)(=O)=O)C(c3ccccc3)C2)cc1 (stereo not given)	-13%	-2%	0.7	i	-12%	?	3.6%	16%	2%
O=C(COc1ccccc1)NCCc1cn2ccsc2n1	2%	-7%	-1.1	?	11%	14%	1.7%	-4%	8%
Cc1ccnc(NC(=O)C2CCCN(S(=O)(=O)c3ccc4[nH]c(=O)ccc4c3)C2)c1 (stereo not given)	1%	15%	-0.3	i	-7%	-16%	0.2%	2%	-4%
O=C(NCc1ccc2c(c1)OCO2)c1nc(S(=O)(=O)Cc2ccccc2)ncc1Cl	-144%	10µM*	-5.9	?	3%	?	-1.9%	?	-18%
CCCn1c(=O)sc2cc(NC(=O)c3ccc(OC)c(Br)c3)ccc21	-26%	4%	/	?	/	16µM*	3.4%	?	-13%
Cc1ccsc1CNc1ncnc2ccc(-c3c(C)noc3C)cc12	-31%	-29%	-3.7	i	10%	?	23%	-14%	3%&-14%
More compounds follow:
SMILES	HepG2 tox	TGFb SMAD3 inh	IL-2 act	S2 tox	EPAC2 agonist	Nrf2 block	Nrf2 ARE act	ATXN2 expr inh	A549 viability
Cc1[nH]ccc(=O)c1OCc1c(Cl)cccc1Cl	4%	?	-0.7	i	0%	18%	-0.5%	4%	1%
COc1ccc2c(c1)C1C=CCC1C(c1cc3c(cc1Br)OCO3)N2 (stereo not given)	-11%	-1%	-1.6	?	14%	?	-0.8%	-27%	?
CC(C)C(NC(=O)OCc1ccccc1)C(=O)NC1CCCCC1 (stereo not given)	-12%	-4%	-6.2	i	4%	1%	-0.1%	8%	-5%
CCOC(=O)c1c(C)c(C(=O)NCCN2CCOCC2)c(C)n1CC	0%	-6%	-2.5	i	15%	8%	0.2%	2%	0%
Cc1cc(-c2ccccc2)nc(N/N=C/c2ccco2)n1	-40%	0%	-0.2	i	-1%	/	?	21%	0%
CC(C)(C)c1ccc(C(=O)N/C(=C/c2cccs2)C(=O)NCc2ccco2)cc1	5%	8%	5.2	i	-4%	8%	3.0%	8%	-1%
C=CCN1C=CC(=CC=C(C#N)C#N)C=C1	9%	66%[activator]	23	i	5%	21%	7.2%	15%	-17%
O=C(Cc1cccc(C(F)(F)F)c1)N1CCCC1	-2%	4%	-1.9	i	6%	-17%	0.2%	12%	2%
COc1cccc(-c2noc(-c3cc(C(C)C)[nH]n3)n2)c1OC	-22%	-1%	/	/	/	?	?	/	6%
N#Cc1c(Nc2ccccc2)[n+]([O-])c2ccc(Cl)cc2[n+]1[O-]	-59%	?	-0.6	?	7%	?	7.4%	?	?
CCc1ccc(C2CC(c3ccc(C)cc3)Nc3nc(N)nn32)cc1 (stereo not given)	-23%	-15%	-2.6	i	0%	14%	0.1%	5%	2%
Cc1ccc(-c2cc3nc(-c4ccccc4)cc(N)n3n2)cc1	-18%	-2%	1.3	i	-3%	12%	3.3%	53%[activator]	-1%
CCOC(=O)N1CCN(Cc2cc(=O)oc3cc4c(cc23)CCC4)CC1	1%	-1%	-0.8	i	5%	-6%	0.0%	-1%	2%
CC(C)C(=O)Nc1cccc(N2CCN(CCCN3C(=O)C4CCCCN4C3=O)CC2)c1 (stereo not given)	-8%	13%	-1.4	i	8%	0%	-0.4%	10%	2%
NS(=O)(=O)c1ccc(NC(=O)COC(=O)CCCN2C(=O)c3cccc4cccc(c34)C2=O)cc1	-17%	14%	0.3	i	4%	-13%	2.7%	7%	7%
CCCCNC(=O)c1c(N)[nH]c(C(=O)c2ccccc2)c1-c1ccc(Cl)cc1	/	/	-0.6	i	4%	/	0.3%	10%	/
O=C(Nc1ccc2c(c1)OCO2)Nc1ccc2c(c1)OCO2	-12%	-2%	-0.1	i	3%	?	0.2%	12%	6%
COCCN(CC(=O)NC1CCCCC1)C(=O)CCCC(=O)Nc1ccccn1	7%	10%	3.2	i	10%	-5%	-0.3%	12%	0%
CC(NC(=O)C(=O)N1CCOCC1)C(c1cccs1)N1CCN(c2ccccc2)CC1 (stereo not given)	1%	-1%	-3.4	i	5%	7%	-1.0%	0%	5%
O=C(c1ccc(Br)cc1)N1CCN(Cc2ccccc2)CC1	-17%	17%	-0.9	i	3%	-11%	0.6%	-4%	0%
COc1cccc(CNC(=O)c2cc(S(=O)(=O)N3CCCC3)cn2C)c1	6%	-1%	-1.5	/	0%	-23%	0.0%	-20%	9%
COc1ccc(-c2cc(C(=O)Nc3c(Cl)cccc3Cl)no2)cc1OC	-9%	-3%	/	?	/	9%	4.3%	7%	-3%
CC(=O)Nc1ccccc1-c1nc2ccccc2nc1OCC(=O)c1ccc(Cl)cc1	-16%	-21%	-0.2	i	20%	5%	-0.3%	0%	4%
COc1ccc(CNC(=O)C2CCCN(C(=O)c3cnn(-c4ccc(F)cc4)c3-n3cccc3)C2)cc1 (stereo not given)	-6%	-4%	/	i	/	-27%	1.0%	-16%	-1%
CCc1ccc(N2CCN(C(=O)c3ccc4c(c3)OCO4)CC2)cc1	0%	-21%	-0.9	i	8%	-7%	0.6%	-10%	0%
COc1cc(C)c(CN2CCN(C(=O)CCC(=O)c3ccc(C)s3)CC2)cc1OC	-25%	-13%	-1.4	?	2%	/	-0.2%	/	/

Gathered by group, the compounds so far containing a cyano group (3)
SMILES	HepG2 tox	TGFb SMAD3 inh	IL-2 act	S2 tox	EPAC2 agonist	Nrf2 block	Nrf2 ARE act	ATXN2 expr inh	A549 viability
COCc1cc(C)nc(OCC(=O)N/N=C/c2cccc(OC)c2)c1C#N	-4%	20%	-1.1	i	-4%	-7%	-0.8%	-5%	-4%
C=CCN1C=CC(=CC=C(C#N)C#N)C=C1	9%	66%[activator]	23	i	5%	21%	7.2%	15%	-17%
N#Cc1c(Nc2ccccc2)[n+]([O-])c2ccc(Cl)cc2[n+]1[O-]	-59%	?	-0.6	?	7%	?	7.4%	?	?
